Screening data (PubChem)
KAT2A inh: inhibitors of human GCN5L2 histone acetyltransferase; GCN5L2 HAT assay, ThioGlo1 CoA-SH fluorescence; Potency, µM (titrated, usually from 58.9 µM), for the others: at the highest dose activity change, negative = inhibition, most hits filed as inhibitors; actives 0.21% (n = 390,000)
Target sequence (Q92830 whole entry, looked up): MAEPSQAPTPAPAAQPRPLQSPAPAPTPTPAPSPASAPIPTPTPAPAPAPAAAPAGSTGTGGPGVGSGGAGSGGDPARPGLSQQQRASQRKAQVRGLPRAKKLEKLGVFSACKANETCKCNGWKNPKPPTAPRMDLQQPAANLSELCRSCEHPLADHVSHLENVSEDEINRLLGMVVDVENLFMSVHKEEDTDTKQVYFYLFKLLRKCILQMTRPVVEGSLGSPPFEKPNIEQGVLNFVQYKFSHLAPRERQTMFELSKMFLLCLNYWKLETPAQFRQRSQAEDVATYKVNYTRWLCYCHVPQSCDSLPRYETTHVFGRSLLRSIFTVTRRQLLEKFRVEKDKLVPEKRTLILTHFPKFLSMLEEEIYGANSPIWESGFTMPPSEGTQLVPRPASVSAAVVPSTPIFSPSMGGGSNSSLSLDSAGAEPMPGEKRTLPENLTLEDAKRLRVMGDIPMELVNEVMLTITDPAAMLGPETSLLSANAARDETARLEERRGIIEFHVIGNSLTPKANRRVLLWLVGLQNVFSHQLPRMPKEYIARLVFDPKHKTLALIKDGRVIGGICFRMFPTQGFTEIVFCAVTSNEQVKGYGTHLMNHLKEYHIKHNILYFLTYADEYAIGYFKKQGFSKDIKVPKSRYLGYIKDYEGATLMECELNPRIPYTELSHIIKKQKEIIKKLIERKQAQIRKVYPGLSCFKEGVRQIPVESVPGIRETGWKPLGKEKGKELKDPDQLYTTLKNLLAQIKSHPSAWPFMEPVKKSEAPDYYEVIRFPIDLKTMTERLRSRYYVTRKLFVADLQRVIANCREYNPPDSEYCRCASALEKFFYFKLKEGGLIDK
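ThioGlo1-coupled HAT assay: 20nM GCN5L2, 70uM acetyl-CoA, 75uM H3(1-25) peptide, pH 7.5. Fluorescence read at 340/540nm at start and after 20 min at room temperature.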
TDP1 cell noCPT: qHTS for Inhibitors of human tyrosyl-DNA phosphodiesterase 1 (TDP1): qHTS in cells in absence of CPT | DT40 Tdp1-/- hTDP1 cells, no CPT, ATP luminescence, 48 h | Potency, µM (highest dose often 46.2 µM), for inactives: top-dose activity change, negative = growth inhibition, actives largely listed as inhibitors | actives 15% (n = 420,000) | AID 686978, 2013; also: nearly all actives have a fitted effect of over 55% in size
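Cells were dispensed at 400 per well, compounds added by pin tool, plates incubated ≥48 hr at 37 °C, then CellTiter-Glo added for 30 min at room temperature before luminescence reading. Line: DT40 Tdp1-/- complemented with hTDP1; camptothecin omitted.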
DT40 TDP1 CPT: DT40-hTDP1 cell growth loss with CPT. actives 12% (n = 420,000). chicken DT40 Tdp1-/-;hTDP1 cells + 20 nM CPT, ATP luminescence, 48 h. Potency, µM (highest dose often 46.2 µM), without a hit: top-dose activity change, negative = growth inhibition, actives largely listed as inhibitors. AID 686979; also: nearly all actives have a fitted effect of over 55% in size
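Chicken DT40 Tdp1-/- cells complemented with human TDP1, 400 cells/well, exposed to compounds plus 20 nM camptothecin for at least 48 h at 37 C; viability read as ATP content by CellTiter-Glo luminescence.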
* marks the source's active call; other numbers are inactive results; ? = inconclusive; · = not tested or not shown. Calls follow the shape of the dose curve; as a rule, active = well fitted curve in the direction sought with a large enough effect; inconclusive = small, poorly fitted or top-dose-only effect, or another doubt; inactive = no such curve, though single readings can be large; an effect the other way counts as inactive or inconclusive. % is scaled to controls: 0 for no effect and ±100 for the full control effect; potency is read from the fitted curve at half-maximal effect.

SMILES | KAT2A inh | TDP1 cell noCPT | DT40 TDP1 CPT
CCOC(=O)c1nc(NCc2ccccc2F)c2ccccc2n1 | -2% | ? | ?
Cc1ccc(Nc2c(-c3ccc(N4CCOCC4)cc3)nc3ccc(Cl)cn23)cc1 | -4% | -21% | -20%
O=C(C1CCN(S(=O)(=O)c2ccc3c(c2)OCCO3)CC1)N1CCc2ccccc21 | -3% | 21µM* | ?
CCOC(=O)C(Cc1ccccc1)c1ccnc2nc(N)nn12 (stereo unspecified) | -9% | 3% | -13%
COc1ccc(CCNC(=O)Cn2c(=O)cc(C(F)(F)F)c3c(C)nn(C)c32)c(OC)c1 | -4% | ? | ?
COc1cc(C(=O)N(C)C2CCCN(Cc3ccccc3F)C2)cc(OC)c1OC (stereo unspecified) | 0% | -8% | -20%
Cc1nn(C(C)(C)C)c(OC(=O)CC(C)C)c1S(=O)(=O)c1ccccc1 | -4% | -27% | -24%
CCC(C)(C)c1ccc(CC(C)CN2C[C@@H](C)O[C@@H](C)C2)cc1 (stereo partly specified) | 7% | ? | ?
OCCOc1ccc(C2=NCCO2)cc1 | -7% | -18% | -15%
Cc1cc(=O)[nH]c(SCC(=O)N2CCC(C(N)=O)CC2)n1 | -1% | -6% | -8%
O=C(NCCc1csc(-c2ccc(Cl)cc2)n1)c1cccs1 | -6% | 16µM* | ?
COC(=O)C1SCC2C(=O)N(Cc3ccc(Cl)c(Cl)c3)CC(=O)N21 (stereo unspecified) | -1% | ? | 23µM*
COc1ccc(NC(=O)NS(=O)(=O)c2ccc(C)cc2)cc1OC | -8% | -8% | 10%
O=C(CSc1nnc(CNC(=O)c2ccccc2F)o1)NCC1CCCO1 (stereo unspecified) | -3% | -4% | -15%
CO/N=C(/CNC(=O)c1ccc(Cl)cc1Cl)c1ccc(Cl)cc1 | -5% | -18% | -18%
Cc1onc(-c2ccccc2Cl)c1C(=O)Nc1sc2c(c1C#N)CCC2 | -6% | -22% | -28%
COc1cc(C2NC(=O)NC(c3ccccc3)=C2C(C)=O)c(Br)cc1OCC(N)=O (stereo unspecified) | -6% | -4% | -3%
Cc1cc(C)c(NC(=O)CN(C)C(=O)CCN2C(=O)C3CCCCC3C2=O)c(C)c1 (stereo unspecified) | · | -12% | -13%
Cc1cc(Cc2ccc([N+](=O)[O-])cc2)c(C)cn1 | ? | -19% | -26%
O=C(Oc1ccc(OC(=O)c2ccncc2)cc1)c1ccncc1 | · | 4% | -1%

Brought forward from above: 2 entries, then new ones.
SMILES | KAT2A inh | TDP1 cell noCPT | DT40 TDP1 CPT
Cc1cc(Cc2ccc([N+](=O)[O-])cc2)c(C)cn1 | ? | -19% | -26%
O=C(Oc1ccc(OC(=O)c2ccncc2)cc1)c1ccncc1 | · | 4% | -1%
Cc1ccc(-c2nc3ncccc3o2)cc1N | -14% | -25% | 3%
COc1ccc(NC(=O)c2cc(-c3ccc(C)cc3)on2)cc1OC | -1% | 1% | 2%
Cc1cc(C)n(Cc2ccc(Cl)c(Cl)c2)c(=O)c1S(=O)(=O)c1ccccc1 | -5% | ? | ?
CC1(c2ccc3noc(-c4ccccc4)c3c2)OCCO1 | ? | ? | -1%
COc1ccc(N2CCN(CCOc3ccc4c(C)cc(=O)oc4c3)CC2)cc1 | 0% | 2% | -5%
CCc1nc2c(c(SC)nn2-c2ccccc2)c(N)c1C(=O)OC | -4% | -14% | ?
Nc1nc(Nc2ccc(Cl)cc2)nc(NCCO)c1[N+](=O)[O-] | -9% | -19% | 12%
COc1ccc(C)cc1NC(=O)C(OC(=O)Cn1cnc2c1c(=O)n(C)c(=O)n2C)c1ccccc1 (stereo unspecified) | -5% | 4% | 0%
Cc1ccc(S(=O)(=O)N2CCOCC2)cc1NC(=O)COC(=O)c1cnc(Cl)c(Cl)c1 | 1% | -12% | -8%
Cc1ccc(C2CC(=O)n3nc(-c4ccc(Cl)cc4)nc3S2)cc1 (stereo unspecified) | -5% | -26% | -29%
CCn1c(Cc2ccccc2)nnc1SCC(=O)Nc1ccccc1O | -7% | -26% | 2%
O=C(CCCCl)NC(=S)Nc1cc(C(F)(F)F)ccc1N1CCOCC1 | -9% | 15µM* | ?
CCCCc1cc(=O)oc2cc(C)cc(OCC(=O)N3C[C@H]4C[C@@H](C3)c3cccc(=O)n3C4)c12 | -16% | ? | -31%
CCOC(=O)c1ccc(NC(=O)C2=C(C)C(=O)OC23CCCCCC3)cc1 | -15% | ? | ?
COc1ncc2nc(-c3cccs3)c(=O)n(C)c2n1 | ? | 1% | -28%
CC(NC(=O)c1ccc(=O)oc1)c1ccccc1 (stereo unspecified) | -8% | ? | ?
CCOC(=O)c1sc(=S)n(-c2ccc(C)cc2)c1N | -24% | -1% | ?
CC(C)CNC(=S)NNC(=O)c1csc2ccccc12 | -1% | -11% | -1%
COC(C(=O)Nc1ccnn1C1CCN(Cc2cnn(C)c2)CC1)c1ccccc1 (stereo unspecified) | -5% | -11% | -4%
Cc1ccccc1OCC(=O)Nc1nnc(C2CC2)s1 | 0% | ? | ?
COC(=O)c1cc(S(=O)(=O)N2c3ccccc3CC2C)c[nH]1 (stereo unspecified) | -6% | ? | ?
Cc1c(NC(=O)c2c(F)c(F)c(F)c(F)c2F)c(=O)n(-c2ccccc2)n1C | -4% | 2% | 2%
Cc1ccc(N2C(=O)CC(NNC(=O)c3cccc(S(=O)(=O)N4CCCC4)c3)C2=O)cc1 (stereo unspecified) | -3% | -16% | -5%
COc1cc2c(cc1OC)C(=S)NC1(CCCC1)C2 | -5% | -15% | 11%
Cc1cccc(-n2c(CNC(=O)c3cccc([N+](=O)[O-])c3C)n[nH]c2=S)c1 | -3% | -11% | -28%
Cc1cccc(-c2cccc(NC(=O)C3CCCN(C(=O)c4csc(C)n4)C3)c2)c1 (stereo unspecified) | -11% | 1.3µM* | 1.5µM*
CC1(C(=O)NS(=O)(=O)C2CC2)CCCN(C(=O)c2ccccc2)C1 (stereo unspecified) | · | 2.1µM* | 5.2µM*
O=C(CSc1nc2ccc(NC(=O)c3ccccc3C(=O)O)cc2s1)Nc1ccc(F)c([N+](=O)[O-])c1 | -6% | -6% | 7%
COc1cccc(NC(=S)NCCC(c2ccccc2)c2ccccc2)c1 | -20% | 13µM* | 21µM*
Cn1c(-c2ccc(F)cc2)cnc1NCc1cc2c(cc1[N+](=O)[O-])OCO2 | 3% | 23µM* | ?
CCOC(=O)c1c(C)nc2ccccc2c1-c1ccccc1 | -4% | 18µM* | ?
COc1ccc(-n2nnnc2/C(=C/N(C)C)C(=O)c2ccccc2)cc1 | -6% | -25% | 4%
O=C(/C=C/c1ccco1)NC(=S)Nc1ccc(N2CCOCC2)c(Cl)c1 | -4% | 4.6µM* | 5.2µM*
CCOc1ccc(Br)cc1CC(=O)O | · | -16% | 5%
COc1ccc(CC(=O)Nc2cc(C)on2)cc1OC | -2% | 8% | -22%
O=C(COC(=O)c1cccc(OC(F)F)c1)Nc1ncccn1 | -2% | -11% | 12%
CCNc1nc(N)nc(-c2cc(Cl)ccc2O)n1 | -18% | 21µM* | ?
COc1cc(/C=C/C(=O)c2ccc(Cl)s2)cc(OC)c1O | -5% | 29µM* | ?
O=C(CCCCCN1C(=O)c2ccccc2C1=O)Nc1cccc(O)c1 | -2% | -19% | 2%
CN1CCCC1=Nc1c2c(nc3ccccc13)N(C)CC2 | 0% | -18% | 5%
Cc1cc(OCC(=O)Nc2ccncc2)ccc1[N+](=O)[O-] | 1% | 21µM* | ?
COc1ccccc1CN1CCN(C(CC(C)C)c2nnnn2Cc2cccs2)CC1 (stereo unspecified) | 2% | ? | 18µM*
CCn1c(SCC(=O)NC2CCCCC2)nnc1-c1ccccn1 | -10% | 0% | -9%
CCc1c(C)c(C#N)c2nc3ccccc3n2c1NCCN(C)C | -3% | -11% | -12%
O=C1Nc2ccccc2N=C(c2ccc3c(c2)OCO3)C1N(C(=O)c1ccnc2ccccc12)c1ccccc1 (stereo unspecified) | · | 18µM* | 21µM*
CCCCC1CCC(C(=O)Nc2ccccc2N2CCOCC2)CC1 (stereo unspecified) | -2% | ? | ?
CCOc1ccc(NC(=O)C2CCCN(c3nnc(C)c4c(C)n(-c5ccccc5)nc34)C2)cc1 (stereo unspecified) | 1% | -15% | -11%
Cc1oc(-c2ccccc2F)nc1CS(=O)(=O)CC(=O)NCCN1CCCC1 | -21% | -22% | 19%
CCC(C)(C(=O)NC1CCCCC1)N(CC1CCCO1)C(=O)CNC(=O)c1ccccc1 (stereo unspecified) | 1% | -20% | -12%
CCC(C)Nc1ncnc2c1cnn2-c1ccc(F)cc1 (stereo unspecified) | -2% | ? | ?
O=C(Nc1cnn(Cc2ccc(Cl)cc2Cl)c1)c1noc2c1CCCC2 | -9% | ? | ?
CCOCCOC(=O)Cn1cnc2scc(-c3ccc(C)cc3)c2c1=O | -22% | 1% | 0%
Cc1ccccc1NC(=O)CCCCC(=O)Nc1ccccc1C | -17% | -7% | -1%
CC1=Nc2cc(C(=O)O)ccc2Sc2c(C)ccc(C)c21 | -8% | 0% | 27%
CC1(C(=O)NS(=O)(=O)c2ccccc2Cl)CCN1C(=O)Cc1cc(F)ccc1F (stereo unspecified) | · | 2% | -15%
CNC(=S)N/N=C/c1c2ccccc2c(Cl)c2ccccc12 | -10% | 5.8µM* | 5.8µM*
O=C(CCSc1ccccc1)Nc1nnc(-c2cccs2)o1 | -2% | -10% | 3%
COc1ccc(C(=O)N2CCC3(CC2)CN(c2ncccn2)C3)cc1 | 1% | -24% | -7%
O=C1NC(=O)N(Cc2ccccc2)CC1Br (stereo unspecified) | · | -5% | 3%
COCc1cc(C)nc(SCc2ccc(Cl)cc2)c1C#N | -26% | -23% | 28%

(listing goes on)
SMILES | KAT2A inh | TDP1 cell noCPT | DT40 TDP1 CPT
N#CCSc1nc2c(sc(=S)n2Cc2ccco2)c(=O)n1-c1ccc(F)cc1 | -12% | ? | ?
O=C(COc1ccc(Cl)cc1Cl)NCCCCc1ccccc1 | -9% | -13% | -16%
CCCCCC(=O)Nc1nc2ccccc2[nH]1 | -2% | 8.2µM* | 9.2µM*
OC1(c2cn(Cc3ccccc3)nn2)CCCCC1 | -12% | 5% | 8%
N/C(=N\OC(=O)CCC1CCCCC1)c1ccc([N+](=O)[O-])cc1 | ? | -23% | -32%
C=CCNC(=O)c1ccc(-n2cccc2)cc1 | -10% | ? | ?
CCN(CC)C(=O)c1[nH]cnc1C(=O)Nc1ccccc1F | · | -16% | -9%
Cc1cc(OCC(=O)OCC(=O)N2CCc3ccccc32)ccc1Cl | -7% | 1% | 8%
CCNC(=O)C1(C)CCN(Cc2csc(-c3ccccc3)n2)C1 (stereo unspecified) | · | 12µM* | ?
O=C(COc1ccc(NC(=O)c2ccccc2)cc1)c1ccccc1 | -3% | ? | -21%
CCN1CCn2c1nc(N1CCCCC1)nc2=O | -10% | -12% | -6%
O=C(COc1ccc2cc(Br)ccc2c1)N1CCOCC1 | -3% | ? | 15µM*
CCN1CCN(C(=O)c2ccc(S(=O)(=O)Nc3ccccc3)cc2)CC1 | -1% | -17% | -9%
COc1ccc(NC2CCCN(C(=O)CSc3ccccc3)C2)cc1OC (stereo unspecified) | -7% | -35% | ?

Entries from the list above that contain fluorine, in the order listed:
SMILES | KAT2A inh | TDP1 cell noCPT | DT40 TDP1 CPT
CCOC(=O)c1nc(NCc2ccccc2F)c2ccccc2n1 | -2% | ? | ?
COc1ccc(CCNC(=O)Cn2c(=O)cc(C(F)(F)F)c3c(C)nn(C)c32)c(OC)c1 | -4% | ? | ?
COc1cc(C(=O)N(C)C2CCCN(Cc3ccccc3F)C2)cc(OC)c1OC (stereo unspecified) | 0% | -8% | -20%
O=C(CSc1nnc(CNC(=O)c2ccccc2F)o1)NCC1CCCO1 (stereo unspecified) | -3% | -4% | -15%
O=C(CCCCl)NC(=S)Nc1cc(C(F)(F)F)ccc1N1CCOCC1 | -9% | 15µM* | ?
Cc1c(NC(=O)c2c(F)c(F)c(F)c(F)c2F)c(=O)n(-c2ccccc2)n1C | -4% | 2% | 2%
O=C(CSc1nc2ccc(NC(=O)c3ccccc3C(=O)O)cc2s1)Nc1ccc(F)c([N+](=O)[O-])c1 | -6% | -6% | 7%
Cn1c(-c2ccc(F)cc2)cnc1NCc1cc2c(cc1[N+](=O)[O-])OCO2 | 3% | 23µM* | ?
O=C(COC(=O)c1cccc(OC(F)F)c1)Nc1ncccn1 | -2% | -11% | 12%
Cc1oc(-c2ccccc2F)nc1CS(=O)(=O)CC(=O)NCCN1CCCC1 | -21% | -22% | 19%
CCC(C)Nc1ncnc2c1cnn2-c1ccc(F)cc1 (stereo unspecified) | -2% | ? | ?
CC1(C(=O)NS(=O)(=O)c2ccccc2Cl)CCN1C(=O)Cc1cc(F)ccc1F (stereo unspecified) | · | 2% | -15%
N#CCSc1nc2c(sc(=S)n2Cc2ccco2)c(=O)n1-c1ccc(F)cc1 | -12% | ? | ?
CCN(CC)C(=O)c1[nH]cnc1C(=O)Nc1ccccc1F | · | -16% | -9%
